Source: PubChem (The Scripps Research Institute Molecular Screening Center)
M1 ag parental = nonselective activator or artifact in parental CHO-K1 cells. Fluo-8 calcium fluorescence; scaled to maximal ATP response, vehicle zero. activation, % at 3 µM. 360,000 tested, 0.48% active. AID 602248; in the data active = activation above about 15%;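 also: untransfected CHO-K1 host cells lacking M1 receptor as counterscreen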
TAAR1 agonist = agonists of human TAAR1; Q96RJ0; CHO RD-HGA16 TAAR1, Fluo-8 calcium fluorescence; vehicle wells 0%, saturating PEA agonist 100%; activation, % at 3 µM; 360,000 tested, 0.99% active;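 active = activation above the mean activation of all test compounds in the run plus 3 SD, cut at about 38% in these data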
Target sequence (Q96RJ0 whole entry, looked up): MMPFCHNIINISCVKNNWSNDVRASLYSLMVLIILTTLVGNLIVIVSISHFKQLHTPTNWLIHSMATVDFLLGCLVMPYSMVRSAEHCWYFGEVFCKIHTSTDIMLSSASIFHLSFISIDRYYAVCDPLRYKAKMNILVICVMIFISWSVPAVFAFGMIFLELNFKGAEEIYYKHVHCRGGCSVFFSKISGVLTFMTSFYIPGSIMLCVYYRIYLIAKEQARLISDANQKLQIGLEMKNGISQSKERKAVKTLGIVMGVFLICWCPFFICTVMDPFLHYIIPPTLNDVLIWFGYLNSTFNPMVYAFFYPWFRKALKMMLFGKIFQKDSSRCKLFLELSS
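test system = CHO RD-HGA16 cells carrying human TAAR1 plus Gα16 | schedule = 17-24 h seeding, 75 min 37 °C dye, 30 min RT | compound dosing = 3 µM single concentration | control set = DMSO and PEA EC100 | replicates = n 1 | signal = Fluo-8 fluorescence, 5 s baseline then 140 s kinetic read | measure = percent activation vs PEA EC100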
CHRM1 antagonist = antagonists of human M1 muscarinic receptor; inhibition, % at 3 µM; 360,000 tested, 1.3% active; AID 588852; CHO-K1 hM1, Fluo-8 calcium fluorescence, ACh EC80 antagonist; P11229;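 active = percent inhibition above its own plate's cutoff, namely the mean of that plate's compound wells plus 3 SD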;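 also: peak over basal fluorescence ratio during 140 s after agonist addition; 0% = ACh EC80 plus DMSO and 100% = DMSO alone without agonist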
Target sequence (P11229 whole entry, looked up): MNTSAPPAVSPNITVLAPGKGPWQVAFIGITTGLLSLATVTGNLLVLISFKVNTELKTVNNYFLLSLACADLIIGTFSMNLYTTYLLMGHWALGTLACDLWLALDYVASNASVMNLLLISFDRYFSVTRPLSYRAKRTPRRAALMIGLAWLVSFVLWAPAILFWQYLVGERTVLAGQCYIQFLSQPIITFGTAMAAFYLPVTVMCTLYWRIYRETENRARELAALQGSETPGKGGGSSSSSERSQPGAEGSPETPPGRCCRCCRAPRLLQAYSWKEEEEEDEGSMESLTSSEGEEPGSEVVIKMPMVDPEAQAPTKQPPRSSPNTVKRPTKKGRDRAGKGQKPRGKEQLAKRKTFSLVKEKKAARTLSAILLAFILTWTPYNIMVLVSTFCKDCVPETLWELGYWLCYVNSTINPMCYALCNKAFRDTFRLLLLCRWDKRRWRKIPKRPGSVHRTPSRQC
CHO parental Ca = counter-screen: ATP calcium response change in parental CHO cells; parental CHO-K1, ATP-induced calcium, Fluo-8 fluorescence; inhibition, % at 5.6 µM; 330,000 tested, 0.63% active;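 active = inhibition above that plate's mean sample inhibition plus 3 SD, cut at about 26% in these data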;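 also: 0% = ATP-challenged DMSO wells and 100% = DMSO wells without ATP; some compounds past the cut are filed as inactive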
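Assay system – parental CHO cells · Reagent – ATP stimulus · Detection – intracellular calcium via Fluo-8 no-wash fluorescent dye · Evaluation – percent inhibition of ATP-evoked calcium rise, normalized to controls · Controls – ATP wells versus no-ATP DMSO wells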
CHO-K1 Ca PAM = nonselective activator or artifact in parental CHO-K1 calcium assay. ATP EC20, Fluo-8 calcium fluorescence; 0% at ATP EC20, 100% at ATP max. activation, % at 3 µM. 360,000 tested, 0.02% active;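 active = activation above the run cutoff, the mean activation of all test compounds plus 3 SD, cut at about 40% in these data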;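 also: peak over basal fluorescence ratio in a 140 s read after ATP addition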
TAAR1 antag = antagonists of human TAAR1; CHO RD-HGA16 TAAR1, Fluo-8 calcium fluorescence, antagonist; inhibition, % at 3 µM; 360,000 tested, 1.5% active; AID 624466; Q96RJ0;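 active = inhibition above a per-plate cutoff, the mean inhibition of test compounds on that plate plus 3 SD, cut at about 49% in these data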;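 also: 0% = DMSO plus EC80 beta-PEA response and 100% = DMSO alone without agonist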
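System: RD-HGA16 CHO cells with stable hTAAR1 and Gα16 | Probe or stimulus: EC80 β-phenethylamine stimulus | Dosing: 3 µM, single point | Times: Dye loading 75 min at 37 °C, then 30 min room temperature | Measured by: Fluo-8 calcium-sensitive fluorescence | Read-out basis: % inhibition of agonist calcium response | Replicates: n of 1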
CHO-K1 Ca antag = M1 antagonist counterscreen hit in parental CHO-K1 cells. ATP-induced calcium, Fluo-8 fluorescence. AID 602250. inhibition, % at 3 µM. 360,000 tested, 0.6% active;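 active = inhibition above a per-plate cutoff, the plate's mean sample inhibition plus 3 SD, cut at about 24% in these data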;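 also: 0% = DMSO plus EC80 ATP and 100% = DMSO alone without ATP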
CHRM1 agonist = activates human CHRM1 receptor; P11229; CHO-K1 hM1, Fluo-8 calcium fluorescence, agonist mode; 0% DMSO, 100% acetylcholine EC100; activation, % at 3 µM; 360,000 tested, 0.33% active;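 active = activation above the run's mean compound activation plus 3 SD, cut at about 16% in these data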;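 also: peak over basal fluorescence ratio within a 140 s kinetic read after compound addition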
M1 PAM = potentiates human M1 receptor response to acetylcholine; P11229; CHO-K1 hM1, Fluo-8 calcium fluorescence, ACh EC20; 0% = ACh EC20, 100% = maximal ACh; activation, % at 3 µM; 360,000 tested, 0.088% active; in the data active = activation above about 19%, passing the limit was not always enough
Active calls of the source: *; nt = not tested or not shown.

SMILES	M1 ag parental	TAAR1 agonist	CHRM1 antagonist	CHO parental Ca	CHO-K1 Ca PAM	TAAR1 antag	CHO-K1 Ca antag	CHRM1 agonist	M1 PAM
Cc1ccc(C(=O)N/C(=C\c2ccc(-c3ccccc3[N+](=O)[O-])o2)C(=O)NCCCN2CCOCC2)cc1	1.6	0	-1	-2	-7	-9	-5	-4	2
O=C(CNC(=O)c1ccc(F)cc1)NCc1ccccn1	0.9	3	-9	-1	6	-23	-11	-2	15
COc1ccc(NS(=O)(=O)c2ccc(N/N=C/c3ccc(N4CCOCC4)cc3)c([N+](=O)[O-])c2)cc1	0.2	0	2	2	10	-12	-2	-4	0
COc1ccccc1C(=O)OCc1cc(=O)n2ccsc2n1	-0.5	3	2	-7	6	-9	-4	-3	-4
COCCN1C(=O)c2ccccc2C1c1nnnn1C(C)C (stereo not given)	0.7	4	nt	nt	-8	-31	0	nt	nt
Nc1[nH]n(-c2ccccc2)c(=O)c1N=Nc1ccc2c(c1)OCCO2	1.3	2	12	-2	-11	27	3	-4	-7
CCOc1nc(-c2ccccc2)ccc1-c1noc(-c2cccs2)n1	-0.1	6	-5	-9	18	2	-8	-6	6
Cc1c(NC(=O)C(C)N2CC(C)OC(C)C2)c(=O)n(-c2ccccc2)n1C (stereo not given)	0.4	14	-4	-5	20	-4	-4	-1	4
COc1ccc(NC(=O)CSc2nnc(C)n2C2CC2)cc1S(=O)(=O)N1CCOCC1	0.1	1	-3	-3	3	-14	1	-5	5
O=C(CCNC(=O)c1ccc(Br)cc1)NNC(=O)c1ccccc1	0.3	40*	-7	-6	15	-11	-10	-2	0
CCN1C(=O)N[C@@H](c2ccc(Br)cc2)C(C(=O)OC)=C1C	-1.0	5	3	-19	-4	1	0	-12	-2
COc1ccc(CN(C#N)c2nc(C)cc(C)n2)cc1	-0.3	0	-4	nt	4	7	21	-5	-1
COc1cc(NS(=O)(=O)c2cc3c(cc2C)NC(=O)CO3)cc(OC)c1	3.1	7	-4	8	16	8	0	1	-1
Cc1ccc(S(=O)(=O)/N=C(/Nc2cccc(O)c2)c2ccccc2)cc1	1.8	1	-15	-12	13	-2	-20	0	8
CCN(CC)c1ccc(NC(=O)C2CC(=O)N(Cc3ccccc3)C2)cc1 (stereo not given)	1.1	2	0	0	19	-20	-8	-7	3
O=C(Nc1cc(Cl)cc(Cl)c1)N1CCCN(Cc2ccccc2)CC1	1.5	2	-5	-22	20	-14	-13	-6	-3
CCOc1ccc(OCC(=O)OCC(=O)NNC(=O)c2ccc([N+](=O)[O-])cc2)cc1	0.5	1	-14	7	11	2	1	-1	7
O=C(Nc1nnc(-c2ccc(F)cc2)s1)Nc1ccccc1F	0.4	2	-16	-5	16	-5	-8	-1	19
O=C(CSCCc1ccccn1)Nc1cccnc1Cl	2.6	4	-7	-11	12	13	-36	1	4
Cc1cccc(-c2cc3nc4c(c(N5CCC6(CC5)OCCO6)n3n2)CCCC4)c1	-0.1	4	-14	-4	1	-12	-8	-2	5
C[C@H](CO)N1C[C@H](C)[C@@H](CN(C)C(=O)c2cccnc2)Oc2ncc(Br)cc2C1=O	-0.2	2	-6	nt	18	-10	-6	-6	4
CCC(=O)Nc1cc2c(cc1C(C)=O)OCCO2	0.8	1	-6	2	5	12	-10	-3	4
CCc1cccc(C)c1NC(=O)CSc1nc2ccncc2[nH]1	-0.5	6	1	-14	-9	-15	-1	-1	-1
O=C(NCc1ccc(Cl)cc1)c1cccc(NC(=O)c2ccccc2)c1	7.5	11	3	-26	16	46	-5	-2	-2
O=C(COc1ccccc1)Nc1cccc(-c2nnc(-c3ccccc3)o2)c1	3.6	13	-8	-7	9	67*	6	-1	-5

One compound at a time, as listed above. Screens in order: M1 ag parental, TAAR1 agonist, CHRM1 antagonist, CHO parental Ca, CHO-K1 Ca PAM, TAAR1 antag, CHO-K1 Ca antag, CHRM1 agonist, M1 PAM
COc1ccc(CN(C#N)c2nc(C)cc(C)n2)cc1 across the screens: -0.3, 0, -4, nt, 4, 7, 21, -5, -1
O=C(Nc1cc(Cl)cc(Cl)c1)N1CCCN(Cc2ccccc2)CC1 across the screens: 1.5, 2, -5, -22, 20, -14, -13, -6, -3

Sorted by the number under CHRM1 agonist (smallest number first): 7 of the compounds above
canonical_smiles	CHRM1 agonist
CCOc1nc(-c2ccccc2)ccc1-c1noc(-c2cccs2)n1	-6
COc1ccc(CN(C#N)c2nc(C)cc(C)n2)cc1	-5
COc1ccc(NS(=O)(=O)c2ccc(N/N=C/c3ccc(N4CCOCC4)cc3)c([N+](=O)[O-])c2)cc1	-4
CCC(=O)Nc1cc2c(cc1C(C)=O)OCCO2	-3
O=C(NCc1ccc(Cl)cc1)c1cccc(NC(=O)c2ccccc2)c1	-2
O=C(COc1ccccc1)Nc1cccc(-c2nnc(-c3ccccc3)o2)c1	-1
COc1cc(NS(=O)(=O)c2cc3c(cc2C)NC(=O)CO3)cc(OC)c1	1

Later entries
SMILES	M1 ag parental	TAAR1 agonist	CHRM1 antagonist	CHO parental Ca	CHO-K1 Ca PAM	TAAR1 antag	CHO-K1 Ca antag	CHRM1 agonist	M1 PAM
C=CCNc1oc(-c2ccc(-c3ccccc3)cc2)nc1C#N	0.3	nt	-19	-5	10	nt	-14	-2	11
CC(=O)N/N=C(/C)c1ccc(NC(=O)c2csc(C)c2C)cc1	1.1	6	-15	-17	-11	4	-7	-3	11
COc1ccc(CCNC(=O)C2CCN(C(=O)c3ccc(F)cc3)CC2)cc1OC	0.8	7	-9	-17	3	-16	0	-5	5
Cc1cc(=O)[nH]c(SCC(=O)Nc2c(C)n(C)n(-c3ccccc3)c2=O)c1C#N	0.2	1	-12	-7	11	-19	-16	-4	12
CN(C)c1ccc(/C=N/NC(=O)c2ccc3c(c2)OCCO3)cc1	0.4	1	-16	-2	-22	-6	16	0	12
CCc1nc2ccc(C(=O)N3CCN(c4ccccc4)CC3)cn2c1N(CCC(C)C)CCN(C)C	2.5	1	-19	nt	19	-7	-18	-8	4
Cc1cc(C)cc(C(O)c2ncc(-c3ccc(F)cc3)[nH]2)c1 (stereo not given)	1.0	nt	-10	nt	14	nt	-7	0	2
CCOC(=O)C1CCN(CC(C)(C)NS(=O)(=O)c2ccccc2)CC1	19*	-1	-11	6	1	5	-1	-9	6
CC(=O)N1CCN(c2ccc(Oc3ccc([N+](=O)[O-])c(C(F)(F)F)c3)cc2)CC1	14	nt	29	44*	-18	nt	20	1	-11
CC(C)(C)OC(=O)N/N=C\c1cccnc1	0.3	2	2	-10	19	-12	-15	-1	2
O=C(Oc1ccccc1)c1cc2ccccc2o1	0.3	28	-9	0	8	3	1	-2	5
C=CC[C@@H](CC(=O)NCCO)C(=O)NC[C@H](OC(=O)[C@@H](CC=C)CC(=O)OC(C)(C)C)c1ccccc1	1.5	12	-12	-2	17	21	-21	-1	8
COC(=O)c1cn(CCOc2ccccc2)c2ccccc12	1.1	17	3	-19	20	-2	-12	-4	-5
Cc1cc(C)c2[nH]c(=O)c(CN(CC3CCCO3)C(=O)C3CCCO3)cc2c1 (stereo not given)	0.3	5	-3	-26	3	-10	-4	-3	6
COc1cc(/C=C/c2nc3ccccc3s2)cc(OC)c1O	3.4	2	25	-7	-10	-14	6	-1	-7
CN1C(=O)c2cccc(NC(=O)CCc3ccccc3)c2C1=O	1.6	6	-18	-15	21	-5	-2	-3	9
Cc1ccc(C(C)C)c(OCc2nnc3n2CCCCC3)c1	2.5	5	1	-12	23	18	-17	-3	3
O=C(CSc1nnc(COc2ccc(Cl)cc2)o1)NC1CC2CCC1C2 (stereo not given)	8.1	-1	1	-6	12	-13	-12	-7	-5
Cn1c(=O)c2c(nc(Oc3ccc4c(c3)OCO4)n2Cc2ccc(F)cc2)n(C)c1=O	0.2	-1	-6	-2	7	11	-14	-1	12
CCOC(=O)C1=C(C)N(c2ccccc2)C(=O)C1CC(=O)O (stereo not given)	0.5	4	-8	-22	18	9	-9	-2	4
Nc1nc(Cl)nc2ccc(Br)cc12	-0.2	5	-9	-4	25	-15	-12	-7	16
COCC(C)n1c(SCc2nc3ccccc3c(=O)[nH]2)nc2ccccc2c1=O (stereo not given)	1.4	1	-18	-28	9	6	-15	-3	10
CCOC(=O)c1cnc(Cc2ccccc2)[nH]c1=O	0.5	1	25*	-9	-8	5	-14	-10	-9
Cc1ccccc1CC1(CO)CCCN(C(=O)c2cccc(Cl)c2)C1 (stereo not given)	0.8	4	-3	-14	-16	-7	15	-1	8
CC(C)(C)c1ccc(CC(=O)N2CCC2(C)C(=O)NS(=O)(=O)c2ccccc2)cc1 (stereo not given)	-0.1	1	-1	nt	-6	-22	5	-4	0

(continued)
SMILES	M1 ag parental	TAAR1 agonist	CHRM1 antagonist	CHO parental Ca	CHO-K1 Ca PAM	TAAR1 antag	CHO-K1 Ca antag	CHRM1 agonist	M1 PAM
O=C(CCN1C(=O)/C(=C/c2cccs2)SC1=S)NC1=NCCS1	4.0	5	-6	11	21	14	-5	-2	-2
CCc1c(C#N)c(SCCC(=O)Nc2ccc(OC)cc2)nc2c1C(=O)CC(C)(C)C2	0.5	13	-5	-4	-1	33	-1	-4	3
C[C@@H](NC(=O)[C@@H]1CCCN1C(=O)OC(C)(C)C)c1ccccc1	0.3	4	nt	nt	4	-31	-5	nt	nt
CC(C)(C)n1c(=O)[nH]c2c(c1=O)CCC2	0.8	7	-5	-1	16	-4	-8	-1	8
O=C(NC(=S)N1CCN(C/C=C/c2ccccc2)CC1)c1c(F)cccc1F	3.1	1	-13	-10	9	-34	9	-4	5
Cc1ccc(S(=O)(=O)NCc2ccc(C(=O)N(C)CCC#N)cc2)cc1	0.2	9	-2	-12	11	22	-8	-1	3
CCOC(=O)C1(CCCc2ccccc2)CCN(C(=O)CCC2=NNC(=O)CC2)CC1	25*	9	6	-16	3	12	17	-6	-5
COc1ccc(C(=O)NNC(=O)C2CCN(S(=O)(=O)c3ccc(C)cc3)CC2)cc1	-0.6	4	1	3	11	9	-14	-10	6

Hits appear at their usual frequency, and some 4.4% of all compounds hit somewhere here.
